miR-122 sensor – miR-122 Renilla sensor signal increase in Huh7, primary screen, miR-122 inhibitor project, cell-based, single point, plate reader. Huh7 miR-122 Renilla luciferase sensor, 48 h; neutral wells = 0, positive control = 100. activation (reporter increase), % at 12.5 µM. 340,000 compounds, 0.3% hits. AID 602342, 2012;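 active means mean replicate activation score at least 90 and every replicate individually at or above 90; inconclusive means only one of the two criteria met; inactive means neither criterion met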;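 further: higher luciferase means less miR-122 activity so hits act as miR-122 inhibitors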
esBAF inh – Bmi1 luciferase reporter increase in mESCs, primary screen, esBAF inhibitor project, mouse ES cells, Bmi1 luciferase knock-in, single point; 24 h; 100% = twice the neutral-well signal; reporter increase, % at 12.5 µM; 350,000 compounds, 2% hits; AID 602393, 2012; in the data active means activation above about 40%; inconclusive means no clear call, values can overlap the other calls;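 further: 0% = median of the plate's neutral control wells and 100% = double that signal; a rise in the Bmi1 reporter signal indicates esBAF inhibition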
C2C12 statin – suppressors of statin myotoxicity in C2C12 myotubes, primary screen, cell-based, single point, plate reader. C2C12 myotubes + simvastatin, ATP luminescence, 48 h; scaled: DMSO 0, geranylgeraniol control 100. rescue of ATP level, % at 7.49 µM. 330,000 compounds, 0.78% hits;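 active means mean ATP rescue above about 67%, or every replicate alone reaching that limit, limit read from the data, passing the limit was not always enough; inconclusive means no clear call, values can overlap the other calls; inactive means mean under the limit and some replicate under it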;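 further: myotubes were challenged with 10 µM simvastatin during compound exposure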
Cneo AK release – Cryptococcus neoformans cell lysis inducers, primary screen, AK release luminescence, single concentration; C. neoformans lysis, adenylate kinase release luminescence, 4 h; normalised: neutral wells 0, clomiphene wells 100; lysis activity, % at 15 µM; 360,000 compounds, 0.2% hits;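 active means mean lysis activity across replicates of at least 80%, whatever share of replicates individually reach that level; inactive means mean lysis activity below 80%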
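Material – Cryptococcus neoformans yeast cells · Quantity – 5 × 10^6 yeast cells/mL · Buffer or medium – YPD medium · Compound – single dose · Timing – 4 h static compound exposure, 37 °C, read 1 h post-reagent · Signal – adenylate kinase release luminescence · Read-out basis – lysis from increased AK signal · Benchmarks – Clomiphene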
ARNT-TACC3 inh – disruptors of ARNT/TACC3 protein interaction, primary screen, biochemical, AlphaScreen, single concentration; inhibition, % at 9.99 µM; AlphaScreen His-ARNT PAS-B/GST-TACC3 binding, luminescence; TACC3 fragment carries E629A point mutation; 390,000 compounds, 0.66% hits;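 active means mean inhibition of replicates at least 50% and at least half of replicates each reaching 50%; inconclusive means half or more replicates reach 50% but mean below 50%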;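 further: 0% = complete ARNT plus TACC3 wells and 100% = ARNT alone without TACC3; many hits fall short of the cut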
ERp5 inh – inhibitors of ERp5-driven insulin aggregation, primary screen, biochemical, turbidity, absorbance 650 nm, single point; 350,000 compounds, 0.05% hits; Protein disulfide-isomerase A6 (Homo sapiens), Q15084; inhibition, % at 9.99 µM; 90 min;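 active means mean replicate inhibition above about 25%, with every replicate also reaching it, limit read from the data, passing the limit was not always enough; inconclusive means only one of those two criteria met; inactive means neither criterion met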
Target sequence (Q15084 whole entry, looked up): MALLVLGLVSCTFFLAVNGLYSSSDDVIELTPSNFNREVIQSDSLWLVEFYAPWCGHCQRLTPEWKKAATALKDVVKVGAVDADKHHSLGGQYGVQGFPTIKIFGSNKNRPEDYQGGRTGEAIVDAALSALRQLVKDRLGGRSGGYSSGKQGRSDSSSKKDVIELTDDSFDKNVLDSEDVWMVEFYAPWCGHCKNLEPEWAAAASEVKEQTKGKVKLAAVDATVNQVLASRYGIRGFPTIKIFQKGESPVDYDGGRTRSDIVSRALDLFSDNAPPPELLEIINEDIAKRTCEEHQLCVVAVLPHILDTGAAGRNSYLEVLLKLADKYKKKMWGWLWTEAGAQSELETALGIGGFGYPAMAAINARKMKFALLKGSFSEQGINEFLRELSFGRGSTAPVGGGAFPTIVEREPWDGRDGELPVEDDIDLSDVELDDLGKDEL
SIRT5 block – SIRT5 desuccinylase inhibitors, primary screen, biochemical, fluorescence imaging, single point, set 5 | NAD-dependent protein deacylase sirtuin-5, mitochondrial (Homo sapiens), Q9NXA8 | Purified SirT5, succinyl-peptide AMC, trypsin-coupled fluorescence | inhibition, % at 15 µM | 330,000 compounds, 1.1% hits; in the data active means inhibition above about 15%; inconclusive means no clear call, values can overlap the other calls
Target sequence (Q9NXA8 whole entry, looked up): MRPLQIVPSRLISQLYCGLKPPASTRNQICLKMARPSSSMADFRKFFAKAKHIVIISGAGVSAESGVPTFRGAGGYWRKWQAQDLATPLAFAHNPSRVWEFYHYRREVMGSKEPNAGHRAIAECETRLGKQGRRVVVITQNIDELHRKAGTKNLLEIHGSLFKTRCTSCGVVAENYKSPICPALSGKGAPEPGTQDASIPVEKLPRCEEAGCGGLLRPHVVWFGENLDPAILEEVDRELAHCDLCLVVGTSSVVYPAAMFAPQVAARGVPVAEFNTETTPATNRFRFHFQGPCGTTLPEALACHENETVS
Active calls of the source: *; ? = inconclusive; / = not tested or not shown; [ ] = remark or other dose.

SMILES	miR-122 sensor	esBAF inh	C2C12 statin	Cneo AK release	ARNT-TACC3 inh	ERp5 inh	SIRT5 block
O=C(CN1C(=O)c2cccnc2Oc2ccc(Cl)cc21)NC1CCCC1	-2	9	2	2	6	-11	6
C/C(=N\NC(=O)C1COc2ccccc2O1)c1cccs1 (configuration not stated)	-9	8	11	0	-13	2	-1
CC(C)NC(=O)N(C)C[C@@H]1Oc2ccc(NC(=O)C3CCCCC3)cc2C(=O)N([C@@H](C)CO)C[C@H]1C	4[16.7 µM]	2	-3	-7	-23	1	-1
O=C(NCCOC(=O)C1COc2ccccc2O1)C1COc2ccccc2O1 (configuration not stated)	7	-6	-8	0	-7	/	/
CCN(CC)S(=O)(=O)c1ccc(NC(=O)c2cc(-c3cccs3)nc3ccccc23)cc1	9	/	/	2	-11	8	-2
O=[N+]([O-])c1cccc(-c2ccc(/C=N/Nc3nc(N4CCCCC4)nc(N4CCCCC4)n3)o2)c1	/	/	/	/	4	-2	1
Oc1ccc(-c2cccc(-c3ccc(O)cc3)n2)cc1	-2	48*	-14	/	-3	/	/
O=C(N[C@@H]1CC[C@H](CCn2cc(Cc3ccccc3)nn2)O[C@@H]1CO)c1ccccn1	/	-2	16	-3	-3	-4	2
CCCn1c(SCC(=O)Nc2cccc(C)n2)nc2c1c(=O)n(C)c(=O)n2C	/	/	/	/	-5	0	-1
CN1CCN(NC(=O)c2cc(S(=O)(=O)N3CCOCC3)c(Cl)cc2Cl)CC1	-6	-11	-1	/	-2	/	/

Whole records from above. Values in the order: miR-122 sensor	esBAF inh	C2C12 statin	Cneo AK release	ARNT-TACC3 inh	ERp5 inh	SIRT5 block
`CC(C)NC(=O)N(C)C[C@@H]1Oc2ccc(NC(=O)C3CCCCC3)cc2C(=O)N([C@@H](C)CO)C[C@H]1C` reads 4[16.7 µM]	2	-3	-7	-23	1	-1
`O=C(N[C@@H]1CC[C@H](CCn2cc(Cc3ccccc3)nn2)O[C@@H]1CO)c1ccccn1` reads /	-2	16	-3	-3	-4	2

(further entries)
SMILES	miR-122 sensor	esBAF inh	C2C12 statin	Cneo AK release	ARNT-TACC3 inh	ERp5 inh	SIRT5 block
CC(=O)N1CN(CCCn2ccnc2)Cc2c1sc1c2CCCC1	-7	-3	5	1	18	/	/
O=C(O)Cc1ccc(N2N=C(c3ccccc3)CC2=O)cc1	-3	-7	6	1	/	0	/
COc1ccccc1C#Cc1ccc2c(c1)O[C@H](CN(C)C)[C@@H](C)CN([C@@H](C)CO)S2(=O)=O	/	-12	-65	1	7	-2	-17
O=C(c1cc(Br)c[nH]1)N1CCCCC1	3	-8	6	1	-1	2	-3
CCCNC(=S)N1CCN(c2nc(-c3cccc(OC)c3)cs2)CC1	3	-1	9	-2	3	3	-1
O=C(C[C@@H]1C[C@H]2c3cc(NC(=O)C4CCOCC4)ccc3O[C@H]2[C@H](CO)O1)NCc1ccc(Oc2ccccc2)cc1	73[16.7 µM]	-1	-3	-6	4	1	0
COc1ccccc1-c1nc2n(n1)C(c1ccccc1Cl)C(C(N)=O)=C(C)N2 (configuration not stated)	2	-6	26	-1	/	-1	/
CCc1nnc(NS(=O)(=O)c2ccc(NC(=O)c3cccc(OC)c3)cc2)s1	-1	-3	3	1	-1	1	1
CCCC/C=C1\CCc2c([nH]c3ccccc23)C1=O	-4	?	-7	1	-20	2	/
CCCc1c2ccccc2nc2ccccc12	-10	-7	-27	4	2	/	/
Cn1c2ccc(F)cc2c2ncn(CC3CCCO3)c(=O)c21 (configuration not stated)	-6	28	2	12	-1	/	-5
CCCNC(=O)N(C)C[C@H]1Oc2ncc(C#CCC(C)C)cc2C(=O)N([C@@H](C)CO)C[C@H]1C	1[16.7 µM]	-5	0	-3	-5	-3	-6
CCc1ccc(-c2ccc3nnc(SCC(N)=O)n3n2)cc1	-2	6	10	2	4	3	-2
COC(=O)[C@H]1[C@H](CO)[C@H]2Cn3c(ccc(-c4ccccc4)c3=O)[C@H]2N1CCc1ccccc1	4[16.7 µM]	-5	22	-4	-1	0	-2
COc1cccc(NC(=O)Cc2nnc(SCC(=O)NC3CCCC3)n2C)c1	-3	-2	8	-1	6	0	0
CCCCSCCCNC(=O)c1cn(C)c2ccc(S(=O)(=O)N3CCCC3)cc2c1=O	7	-6	-11	-3	0	-1	0
Cc1ccc(S(=O)(=O)N2CCN(CC(=O)NCC3(N4CCOCC4)CCCCC3)CC2)cc1	0	2	6	3	-1	6	4
CN1C(=O)C(=O)/C(=C(/O)c2ccccc2)C1c1ccccc1 (configuration not stated)	/	-4	3	-1	18	2	2
COc1ccc(NC(=O)CN2C(=O)COc3ccc(S(=O)(=O)N4CCCCCC4)cc32)cc1	4	5	7	-5	-3	5	-9
COC(=O)NCC(c1ccc2c(c1)OCO2)N1CCN(c2ccccc2)CC1 (configuration not stated)	-4	4	2	-6	3	4	-1
CCOc1ccc(NC(=O)C2CCCN2C(=O)Oc2ccccc2)cc1 (configuration not stated)	-3	5	32	0	/	5	2
CO[C@H]1CN(C)C(=O)c2ccc(NC(=O)C3CC3)cc2OC[C@@H](C)N(Cc2cccc(F)c2)C[C@H]1C	-9[16.7 µM]	6	19	1	-3	/	/
COc1cc(C2=NOC(C(=O)N3CCCCCC3)C2)cc(OC)c1OC (configuration not stated)	0	11	/	-2	-3	/	/
CN(C)S(=O)(=O)c1ccc(NC(=O)c2ccccn2)cc1	-1	14	-8	-3	-4	/	/
COCCNC(=O)/C(C#N)=C/c1ccc(O)cc1	/	/	/	/	-10	7	8
O=C(C[C@H]1CC[C@H]2[C@@H](COC[C@H](O)CN2C(=O)Nc2cccc(F)c2)O1)NCc1ccccc1Cl	-4[16.7 µM]	27	16	-1	-4	3	11
CCCCn1c(N)c(N(CCOC)C(=O)C2CC(=O)N(c3ccc(CC)cc3)C2)c(=O)[nH]c1=O (configuration not stated)	/	-3	6	-1	-10	1	-2
COCCNC(=O)c1ccccc1NC(=O)CCSc1ccccc1	-1	7	-1	2	-4	0	/
O=C(Nc1ccn(-c2ccccc2)n1)c1ccc(S(=O)(=O)N2CCCCCC2)cc1	-5	2	-12	1	1	/	/
O=C(N[C@@H]1CC[C@H](CCNS(=O)(=O)c2ccccc2Cl)O[C@H]1CO)c1ccccc1	/	5	0	-1	-11	4	2
O=C(NC(Nc1nc2ccc([N+](=O)[O-])cc2s1)(C(F)(F)F)C(F)(F)F)c1ccccc1Cl	/	/	/	/	2	3	3
CCOc1ccc(Oc2ccccc2NS(=O)(=O)c2ccc(CCC(=O)O)cc2)cc1	-6	5	15	-2	-3	-1	-1
CCOC(=O)N1CCN(C(=O)c2ccc3oc(CCCc4ccccc4)nc3c2)CC1	-1	81*	3	-7	3	-2	2
Cc1nc(-c2cccc(C(F)(F)F)c2)sc1C(=O)O	/	/	/	/	-4	3	2
CCCCCC(=O)N/N=C/c1ccco1	-3	0	-1	/	1	1	-8
O=C(COc1ccccc1Cl)NCCC1=CCCCC1	12	11	3	-1	5	/	/
CC1CCCCC1NC(=O)CN1c2cccc3cccc(c23)S1(=O)=O (configuration not stated)	/	9	-4	/	/	4	-5
CCOC(=O)c1sc(NC(=O)c2c(CC)noc2C)nc1C	-8	1	-5	-1	0	8	3
C[C@@H]1CN([C@H](C)CO)C(=O)Cc2cc(NC(=O)C3CC3)ccc2O[C@H]1CN(C)S(=O)(=O)c1ccc(Cl)cc1	1[16.7 µM]	-1	20	-1	-4	-5	0
O=C1CC(c2cccc(Cl)c2)CC(O)=C1C=NC1CCCC1 (configuration not stated)	0	/	/	4	-3	-2	/
CC(C)(C)C(=O)Nc1cc(C(F)(F)F)ccc1-n1ccnc1	5	/	/	/	-1	14	-3
NC(=O)C1(N2CCCCC2)CCN(C2CC(=O)N(Cc3cccs3)C2=O)CC1 (configuration not stated)	-1	-3	-20	-2	-7	/	/
C#CCSc1cc(C(F)(F)F)nc(-c2ccccn2)n1	/	/	/	/	-12	-1	20*
O=C(CN(Cc1ccccc1Cl)C(=O)c1csnn1)NC1CCCC1	/	-3	10	-2	-6	8	0
Cc1nc2sc(C(c3ccc(Br)cc3)N3CC(C)OC(C)C3)c(O)n2n1 (configuration not stated)	9	6	91*	2	/	/	/
CC(=O)NC(c1ccc(F)c(F)c1)c1nc(-c2cccc(C(C)C)c2)cs1 (configuration not stated)	-4	-6	11	4	/	-2	/
COc1ccc(NC(=O)c2sc(=O)n(Cc3ccc4ccccc4c3)c2C)cc1OC	/	-4	46	0	/	-5	/
COc1c(Cl)ccc(Cl)c1C(=O)NCc1ccco1	/	/	/	/	-16	2	-2
Fc1ccc(-c2nc3c(-c4ccc(F)cc4)cnn3cc2CCN2CCOCC2)cc1	1	-1	-9	-2	4	2	3
C[C@H]1CN([C@@H](C)CO)C(=O)Cc2cc(NC(=O)Cn3cnnn3)ccc2O[C@@H]1CN(C)S(=O)(=O)c1cn(C)cn1	7[16.7 µM]	-1	7	-3	/	-2	3

Other entries:
SMILES	miR-122 sensor	esBAF inh	C2C12 statin	Cneo AK release	ARNT-TACC3 inh	ERp5 inh	SIRT5 block
O=C(CCN1C(=O)c2ccccc2C1=O)N1CCN(c2ccccc2)CC1	-2	12	-4	3	0	/	/
O=C(O)c1ccc(N2Cc3ccccc3C2)cc1O	/	-3	7	-1	3	/	/
O=C(c1ccccc1NS(=O)(=O)c1ccc(Br)s1)N1CCOCC1	10	-1	11	0	/	/	/
CCCc1cn(CC[C@H]2CC[C@H](NC(=O)C3CCOCC3)[C@@H](CO)O2)nn1	/	3	-6	53	-16	-4	6
O=C1ON=C(c2ccccc2)/C1=C/c1ccc(OS(=O)(=O)c2ccccc2)cc1	/	/	/	/	35	-1	6
O=C(COC(=O)C12CC3CC(CC(C3)C1)C2)Nc1ccccc1F	-3	/	/	-3	1	/	/
CCOc1ccc(NC(=O)CN(C)C(=O)c2ccc(C)c(S(=O)(=O)N3CCCCC3)c2)cc1OCC	-4	1	7	7	-3	9	-1

Molecules shown so far containing an aryl methoxy group, in the order listed:
SMILES	miR-122 sensor	esBAF inh	C2C12 statin	Cneo AK release	ARNT-TACC3 inh	ERp5 inh	SIRT5 block
COc1ccccc1C#Cc1ccc2c(c1)O[C@H](CN(C)C)[C@@H](C)CN([C@@H](C)CO)S2(=O)=O	/	-12	-65	1	7	-2	-17
CCCNC(=S)N1CCN(c2nc(-c3cccc(OC)c3)cs2)CC1	3	-1	9	-2	3	3	-1
COc1ccccc1-c1nc2n(n1)C(c1ccccc1Cl)C(C(N)=O)=C(C)N2 (configuration not stated)	2	-6	26	-1	/	-1	/
CCc1nnc(NS(=O)(=O)c2ccc(NC(=O)c3cccc(OC)c3)cc2)s1	-1	-3	3	1	-1	1	1
COc1cccc(NC(=O)Cc2nnc(SCC(=O)NC3CCCC3)n2C)c1	-3	-2	8	-1	6	0	0
COc1ccc(NC(=O)CN2C(=O)COc3ccc(S(=O)(=O)N4CCCCCC4)cc32)cc1	4	5	7	-5	-3	5	-9
COc1cc(C2=NOC(C(=O)N3CCCCCC3)C2)cc(OC)c1OC (configuration not stated)	0	11	/	-2	-3	/	/
COc1ccc(NC(=O)c2sc(=O)n(Cc3ccc4ccccc4c3)c2C)cc1OC	/	-4	46	0	/	-5	/
COc1c(Cl)ccc(Cl)c1C(=O)NCc1ccco1	/	/	/	/	-16	2	-2
